# Runt-CBFb FRET – inhibitors of human RUNX1 Runt domain binding to CBFb; 0.46% of 220,000 active; inhibition, % at 20 µM; Q01196+Q13951; AID 1496; Cerulean-Runt/Venus-CBFb FRET ratio 530/480, 1 h;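 active means inhibition over about 50% at 20 µM in the single-dose screen, limit read from the data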;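 further: 0% = DMSO wells and 100% = excess unlabeled CBFb competitor control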
#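 test system = Cerulean-Runt domain fusion protein, energy donor | probe or stimulus = Venus-CBFb binding partner, 100 nM | incubation = two 1 h room-temperature incubations shielded from light | detection = fluorescence energy transfer, 422 nm excitation, 530/480 nm emission | measure = loss of energy transfer signal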
# Hck Nef HTS – blocks Nef-activated human Hck kinase | Recombinant Hck-YEEI plus Nef, Z-Lyte FRET kinase assay | AID 463187 | 0.68% of 220,000 active | P08631 | inhibition, % at 20 µM;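 active means Hck-Nef kinase inhibition above about 50%, limit read from the data; inactive means inhibition below that limit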;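 further: 0% = DMSO with Hck plus Nef and 100% = Hck alone without Nef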
# Wee1 degr inh – human Wee1 degradation inhibition, primary screen; P30291; HeLa Luc-Wee1K328M stability, luciferase luminescence; 100% = proteasome inhibitor MG132 effect; reporter increase, % at 5 µM; 1.2% of 220,000 active; AID 1321;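 active means activation above the mean of all tested compounds plus 3 SD, set per screening run, cut at about 8.8% in these data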;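 further: cells exposed to compound for 20 h before luminescence read; 0% = DMSO alone and 100% = MG132 at 30 µM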
# Target sequence (P30291 whole entry K328M): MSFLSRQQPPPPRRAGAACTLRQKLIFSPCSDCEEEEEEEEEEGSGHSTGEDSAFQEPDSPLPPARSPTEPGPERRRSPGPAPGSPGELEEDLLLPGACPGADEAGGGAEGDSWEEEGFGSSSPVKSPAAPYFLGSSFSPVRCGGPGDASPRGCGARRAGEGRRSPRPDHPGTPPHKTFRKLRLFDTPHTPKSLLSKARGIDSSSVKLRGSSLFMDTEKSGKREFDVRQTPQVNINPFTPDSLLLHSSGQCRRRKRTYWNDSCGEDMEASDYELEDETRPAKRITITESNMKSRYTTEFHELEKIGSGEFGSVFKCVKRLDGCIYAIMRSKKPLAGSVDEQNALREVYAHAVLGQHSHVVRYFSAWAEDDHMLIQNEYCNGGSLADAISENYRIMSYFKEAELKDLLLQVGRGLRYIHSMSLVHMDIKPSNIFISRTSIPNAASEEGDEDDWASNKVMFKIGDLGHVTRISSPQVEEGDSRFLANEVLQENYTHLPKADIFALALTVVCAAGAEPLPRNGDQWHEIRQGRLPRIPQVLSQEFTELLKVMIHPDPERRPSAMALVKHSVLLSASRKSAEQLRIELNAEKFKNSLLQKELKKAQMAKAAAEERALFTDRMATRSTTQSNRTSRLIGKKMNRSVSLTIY
# Runt-SMMHC FRET – blocks binding of human RUNX1 Runt domain to CBFb-SMMHC. AID 1434. 0.74% of 220,000 active. inhibition, % at 20 µM. Q01196+Q13951. Cerulean-Runt/Venus-CBFb-SMMHC FRET ratio 530/480, 1 h;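 active means mean inhibition across duplicate retests at 20 µM reaching about 50%, limit read from the data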;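 further: 0% = DMSO wells and 100% = wells with excess untagged CBFb-SMMHC; inhibitors lower the FRET ratio by blocking Runt binding to CBFb-SMMHC; some results filed as inactive read as strong as hits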
# FXIIa inh 1536 – blocks human coagulation factor XIIa protease activity; purified FXIIa, Boc-QGR-AMC fluorogenic substrate, 2 h; P00748; 0.3% of 220,000 active; AID 800; inhibition, % at 5 µM; in the data active means inhibition above about 40%;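 further: 0% = enzyme with no compound and 100% = blank without enzyme; many of its hits are not listed in these tables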
# 14-3-3 Bad inh – disrupts binding of bovine 14-3-3 zeta to phospho-Bad peptide. P63103. TR-FRET 14-3-3zeta/Dy647-pBad peptide displacement, 1 h. inhibition, % at 21.7 µM. 0.71% of 220,000 active;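 active means inhibition above about 70%, limit read from the data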;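 further: 0% = full 14-3-3 plus peptide FRET controls and 100% = background without 14-3-3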
# thrombin 1536 – thrombin (human) inhibition | alpha-thrombin, Boc-VPR-AMC fluorogenic substrate cleavage | inhibition, % at 5 µM | 0.26% of 220,000 active | AID 1046;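 active means inhibition at or above 40%; inactive means inhibition below 40%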;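 further: 0% = enzyme with no compound and 100% = wells without enzyme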
#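 Test system: human alpha-thrombin protein / Dosing: one concentration per compound, 5 µM, with 0.2% DMSO / Medium: pH 7.5 Tris-saline with Tween 20 / Benchmarks: no-compound enzyme wells and no-enzyme blanks / Read-out basis: percent inhibition of thrombin substrate cleavage / Timing: reaction at room temperature / Measured by: fluorescence, ex 355 nm, em 460 nm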
# hK5 inh – inhibitors of human kallikrein 5. 0.59% of 210,000 active. Q9Y337. inhibition, % at 5 µM. AID 873. recombinant hK5, fluorogenic AMC substrate cleavage;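 active means inhibition of 40% or more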;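 further: 0% = enzyme controls without compound and 100% = no-enzyme blanks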
# Target sequence (Q9Y337 67-293 limits assumed): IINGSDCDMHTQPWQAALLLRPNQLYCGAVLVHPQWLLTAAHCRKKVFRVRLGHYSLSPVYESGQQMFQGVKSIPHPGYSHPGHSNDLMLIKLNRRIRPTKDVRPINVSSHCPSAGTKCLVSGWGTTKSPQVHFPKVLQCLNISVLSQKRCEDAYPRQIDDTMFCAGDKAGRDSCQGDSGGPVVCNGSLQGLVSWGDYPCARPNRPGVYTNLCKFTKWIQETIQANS
# FXIa inh – inhibitors of human coagulation factor XIa; P03951; purified FXIa, Boc-Glu-Ala-Arg-AMC fluorogenic substrate; inhibition, % at 5 µM; 0.14% of 220,000 active; AID 798;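 active means inhibition of at least 40%; inactive means inhibition below 40%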;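 further: fluorescence of freed AMC excited at 355 nm; 0% = enzyme without compound and 100% = no enzyme blank; many of its hits are not listed in these tables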
# * = called active by the depositor; nt = no result given; [ ] = another dose, or the depositor's remark.
SMILES,Runt-CBFb FRET,Hck Nef HTS,Wee1 degr inh,Runt-SMMHC FRET,FXIIa inh 1536,14-3-3 Bad inh,thrombin 1536,hK5 inh,FXIa inh
CN(c1c(C#N)c(C(F)(F)F)nn1C)N(S(C)(=O)=O)S(C)(=O)=O,0.1,15.3,-2.9,-3.0,4.0,-1.5,-9.9,-6.5,-11.8
CNC(=O)COC(=O)c1ccc([N+](=O)[O-])cc1Cl,1.1,-0.1,4.0,-5.3,-3.5,2.6,16.1,3.5,-7.7
CC(C)CNS(=O)(=O)c1ccc(C(=O)Nc2ccc3c(c2)OCCO3)cc1,-1.2,-2.1,1.0,-3.5,19.8,0.3,19.5,20.9,12.8
CC(=O)NC1C(=O)N(CCc2ccccc2)c2ccccc21 (stereo not given),-2.3,-0.3,-0.1,3.8,13.5,-5.6,-4.2,14.9,-12.3
Cc1ccc2nc(-c3cccnc3)cc(C(=O)N3CCN(c4ccc([N+](=O)[O-])cc4)CC3)c2c1,-7.3,6.8,3.5,-13.3,0.9,-9.8,3.5,-19.2,-2.8
O=C(CS(=O)(=O)Cc1ccccc1)N1CCc2ccccc2C1,1.0,-0.7,-0.2,6.3,-2.8,-0.8,-0.3,1.2,0.6
Cc1ccc(C)c(N2CCN(C(=O)COc3cc(=O)n(C)c4ccccc34)CC2)c1,-2.6,2.4,-1.0,-1.4,0.0,-6.2,3.3,-4.9,-1.2
CC(=O)N[C@@H](CS)C(=O)O,-1.7,-4.4,0.6,8.3,7.2,-4.0,nt,-8.8,6.2
CCc1cc2c(=O)c(-c3nc4ccccc4n3C)c(C)oc2c(CN2CCCCC2)c1O,2.0,14.7,0.1,-0.6,3.9,-4.4,-14.1,-3.2,-6.5
Cc1noc(C)c1COC(=O)CCCc1nc2ccccc2s1,-1.1,1.7,-2.1,2.9,3.3,4.5,-1.0,-3.3,5.9
CCn1c(SCC#N)nc2c(c1=O)C1(CCCC1)Cc1ccccc1-2,-1.3,8.5,-1.4,-2.4,10.1,nt,-4.4,-4.0,-2.2
C#CCNC(=O)C1=C[C@H](c2ccc(C(F)(F)F)cc2)[C@@H](CCCO)[C@H](OCC)O1,-4.3,13.7,0.3,-4.1,7.8,0.3,-2.0,3.1,1.4
CC1=C(C(=O)Nc2ccccc2)C(c2ccccn2)n2ncnc2N1 (stereo not given),-0.8,-1.6,0.5,1.4,14.2,1.9,0.5,-6.0,5.2
O=C(CSc1nc2ccccc2c(=O)[nH]1)c1ccc(O)c(O)c1,4.9,8.4,0.2,-0.8,5.2,2.3,-4.0,-4.1,4.5
CCOC(=O)c1ccc(NC(=O)C2C3C=CC(C3)C2C(=O)O)cc1 (stereo not given),0.2,1.4,2.7,-1.8,18.5,9.3,-0.1,1.3,5.9
S=c1nc[nH]c2c1sc1nc(-c3ccccc3)c3c(c12)CCCC3,-2.8,-0.4,-3.3,-3.6,1.6,2.8,-9.1,8.8,4.0
c1ccc(-c2cc(N3CCCCCC3)n[nH]2)cc1,-1.9,-0.1,0.8,0.0,3.5,-6.9,-2.9,3.1,5.4
Cc1c2c(nc3c(C)cccc13)OC(C)C2 (stereo not given),-0.3,0.8,0.1,9.7,4.3,-0.7,-4.6,9.8,3.6
CCCC(c1nnnn1C(C)(C)C)N1CCN(Cc2ccccc2OC)CC1 (stereo not given),-0.1,18.6,-3.1,-1.8,7.9,32.9,0.4,0.4,-3.4
CCOc1ccc(NC(=O)c2csc3c2CCCC3)cc1,-0.4,-3.8,7.6,3.2,5.3,8.6,-4.4,-16.2,-0.1
c1ccc2c(c1)nc(-c1ccncc1)n1nnnc21,-5.2,-0.9,-2.9,-2.8,1.5,8.5,-8.0,15.8,-5.7
COC(=O)CSC1=C(C#N)C(=O)NC2(CCCCC2)S1,2.6,-0.4,0.5,-3.8,-4.0,0.6,-10.3,-7.0,-2.7
CN(N)c1nc2ccccc2nc1C(F)(F)F,1.4,22.5,-2.6,-3.6,3.0,6.5,-9.0,-2.2,-3.5
COc1ccc(C(=O)NCC(=O)OCn2nnc3ccccc3c2=O)cc1OC,-1.0,15.2,0.1,-2.2,4.8,-11.2,7.6,-3.1,-1.4
COc1cc(-c2nc3ccccn3c2NCC2CCCO2)ccc1O (stereo not given),-3.2,7.2,5.0,4.5,-3.2,-6.7,-3.0,-3.5,-8.8
Cc1ccc(N2C(=O)C(F)(F)C2c2ccccc2)cc1 (stereo not given),-3.0,13.8,-0.3,3.2,13.7,7.7,22.4,2.4,7.2
CC(C)Cn1c(N)c(C(=O)COC(=O)c2cc(F)cc(F)c2)c(=O)n(C)c1=O,1.9,15.8,8.1,0.8,11.3,-5.2,-3.3,3.5,-4.5
COCCOC(=O)c1c(C)oc2ccc(OCc3cc(C(=O)OC)oc3C)cc12,-9.4,0.0,-0.3,-3.6,5.8,-3.2,1.7,-6.5,2.7
CCOC(=O)CN1C(=O)CN(c2ccc(C)c(C)c2)C1=O,-0.2,3.1,-1.6,1.8,4.6,-17.5,-0.4,1.0,-1.6
Cc1nc2c(-c3ccc(F)cc3)c(C)nn2c(C)c1CCC(=O)NCCN1CCOCC1,3.1,1.9,-2.0,3.1,15.0,7.7,-2.4,1.9,4.0
O=C(CNc1ccc(Oc2ccccc2)cc1)N1CCOCC1,-0.5,0.1,2.1,-7.0,12.6,51.5[fluorescence artefact?],3.5,-19.1,-0.6
O=C(Nc1cccc2ccccc12)c1ccccc1,-1.2,6.5,-0.5,-2.5,8.0,-14.5,-5.4,0.3,1.7
COc1ccc2[nH]c(=O)c(CN(C(=O)c3cccnc3)c3cccc(C)c3)cc2c1,-1.4,9.8,0.9,-2.7,7.5,7.4,-3.6,4.3,-3.9
CCCOc1ccc(C(CC(=O)O)NC(=O)C23CC4CC(CC(C4)C2)C3)cc1 (stereo not given),-1.5,-16.7,-0.6,-1.2,-11.1,1.8[fluorescence artefact?],-4.9,-3.4,-10.0
CC(C)(C)c1ccc(C(=O)NNc2cc(Cl)cc(Cl)c2)cc1,0.9,2.4,0.0,2.0,6.2,-8.8,1.6,-3.8,-0.7
Cc1ccc2c(c1)Sc1ccccc1CC2=O,nt,1.1,-3.4,-3.9,3.3,-16.2[fluorescence artefact?],-6.7,-0.9,-9.2
CC(C)(C)C1CCc2onc(C(=O)Nc3ccc(F)cc3F)c2C1 (stereo not given),-0.7,-5.0,0.9,2.2,10.5,8.2,-5.1,13.5,-5.4
COC(=O)CN(c1ccc(C)c(Cl)c1)S(C)(=O)=O,1.8,-0.8,0.7,-1.9,12.8,-5.0[fluorescence artefact?],3.1,-49.5,-1.1
O=C(NCCN1CCN(c2cccc(Cl)c2)CC1)c1ccc(CSc2nc3ccncc3[nH]2)cc1,-4.0,21.9,1.1,-2.5,3.7,2.3,3.3,-1.5,-4.9
O=C(O)c1cccc2c1C(=O)N(C1CCCCC1)C2,1.7,2.1,-0.1,1.3,-1.3,3.2,-4.2,-1.1,-6.7
O=C(c1cnn2ccccc12)N1CCc2ccccc21,1.3,2.9,0.0,-3.8,4.8,-18.8,0.7,68.7*,-8.0
O=C(NC1=NCCS1)c1cc(-c2cccc(Br)c2)nc2ccccc12,2.3,2.2,-1.7,-0.8,4.6,3.6,-7.0,-3.0,-7.0
CN(C)c1ccc(NC(=O)CN2CCN(CC(=O)Nc3ccc(F)cc3)CC2)cc1,2.1,1.3,-3.9,10.6,11.6,2.1,-6.4,-4.0,-0.7
O=C(CSc1n[nH]c(-c2cccnc2)n1)Nc1ccnc2ccccc12,-2.1,-1.2,-1.8,5.7,1.4,-0.5,-5.4,-37.5,-15.1
CCOC(=O)CSc1nnc(C2CCCCC2)n1C,2.6,-0.3,-0.9,1.6,15.1,4.8[fluorescence artefact?],0.4,5.3,2.4
Cc1csc(SC(C)C(=O)NCC2CCCCC2)n1 (stereo not given),-0.7,14.5,-1.6,2.8,6.7,-2.4,-9.4,2.2,-0.2
CC(C)C(=O)Nc1cccc(-c2cn3ccsc3n2)c1,-0.9,-7.8,-2.2,2.0,13.9,-2.3,1.7,3.0,5.8
OC1CCCN(Cc2c3ccccc3cc3ccccc23)C1 (stereo not given),-2.3,5.3,-0.3,-10.9,2.1,12.2[fluorescence artefact?],-3.9,-8.0,-7.0
CC(=O)N1CC=C2C(C#N)=C(N)C(C#N)(C#N)C(C)C2C1 (stereo not given),6.7,0.5,-1.7,3.6,14.2,-3.1,12.7,16.2,-4.7
CCOC(=O)C1(Cc2ccc(Cl)cc2)CCN(CCCn2cccn2)CC1,0.7,20.7,0.8,-0.8,4.7,-12.9,-6.0,-3.6,-3.8
COc1cnc(-c2ccccn2)nc1Sc1ccccc1Cl,-0.2,1.9,0.6,-1.6,-14.7,2.1,-5.8,-9.2,-11.6
CCOC(=O)c1c(NC(=O)C[n+]2ccc(Cc3ccccc3)cc2)sc(C)c1C,0.2,17.2,1.0,-2.8,1.0,-6.0,-22.2,-5.1,-7.0
O=C(c1ccc2ccccc2c1)c1c[nH]cc1-c1ccccc1,0.8,8.9,2.5,5.7,12.3,-4.9,-2.2,-6.7,3.9
CC(=O)Nc1ccc(NC(=O)COc2ccc(S(=O)(=O)NC(C)c3ccccc3)cc2)cc1 (stereo not given),-0.3,4.9,2.9,1.8,6.5,-9.1,-3.8,nt,-1.1
CN(C)c1ccc(C(c2nnnn2C(C)(C)C)N2CCN(C(=O)c3ccco3)CC2)cc1 (stereo not given),2.0,0.7,1.2,1.6,19.2,10.5,1.8,0.9,5.9
CCN1C(=O)c2cccc3c(S(=O)(=O)N(C(=O)c4cccnc4)c4ccc(OC)cc4)ccc1c23,-5.2,4.0,-3.6,5.3,-9.6,-9.6[fluorescence artefact?],2.8,-17.7,-5.2

# 4 compounds picked at random from the list so far:
SMILES,Runt-CBFb FRET,Hck Nef HTS,Wee1 degr inh,Runt-SMMHC FRET,FXIIa inh 1536,14-3-3 Bad inh,thrombin 1536,hK5 inh,FXIa inh
CC(=O)N1CC=C2C(C#N)=C(N)C(C#N)(C#N)C(C)C2C1 (stereo not given),6.7,0.5,-1.7,3.6,14.2,-3.1,12.7,16.2,-4.7
CCN1C(=O)c2cccc3c(S(=O)(=O)N(C(=O)c4cccnc4)c4ccc(OC)cc4)ccc1c23,-5.2,4.0,-3.6,5.3,-9.6,-9.6[fluorescence artefact?],2.8,-17.7,-5.2
CCOC(=O)C1(Cc2ccc(Cl)cc2)CCN(CCCn2cccn2)CC1,0.7,20.7,0.8,-0.8,4.7,-12.9,-6.0,-3.6,-3.8
CC(C)C(=O)Nc1cccc(-c2cn3ccsc3n2)c1,-0.9,-7.8,-2.2,2.0,13.9,-2.3,1.7,3.0,5.8

# The order is random, and some 4.2% of all compounds hit somewhere here.
